Compound activity as filed in PubChem.
MCL1 BIM primary: inhibitors of human MCL1 binding to BIM-BH3 peptide | Q07820 | GST-MCL1 / FITC-Bim-BH3 fluorescence polarization | inhibition, % at 10.9 µM | 320,000 compounds, 0.68% hits;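 active = inhibition above the mean inhibition of all tested compounds plus 3 SD, set per campaign, cut at about 40% in these data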;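 note: 0% = DMSO wells and 100% = unlabeled Bim-BH3 peptide control; higher means more loss of mP so more displacement of Bim peptide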
VLA-4 inh: inhibition in a human VLA-4 binding assay; VLA-4 expressing cells, ligand binding flow cytometry; 330,000 compounds, 0.2% hits; inhibition, % (about 7 µM as worked out from the volumes in the protocol); AID 2557; P13612; in the data active = inhibition above about 50%
Fam108B inh: counter-screen for RBBP9 inhibitors: inhibitors of mouse Fam108B | AID 1947 | 300,000 compounds, 0.33% hits | inhibition, % at 9.51 µM | recombinant Fam108B, FP-Rh probe fluorescence polarization;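 active = inhibition above the screen mean inhibition plus 3 SD, computed separately per campaign, cut at about 18% in these data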;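 note: inhibitors lower polarization as less probe binds the enzyme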
GLD-1 RNA inh: GLD-1-TGE RNA interaction inhibition (C. elegans) | Q17339 | purified GLD-1 + fluorescein TGE RNA, fluorescence polarization | inhibition, % at 5.96 µM | 320,000 compounds, 0.44% hits | AID 2280;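 active = percent inhibition above a per-plate cutoff, the plate mean of test compounds plus 3 SD, cut at about 30% in these data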;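 note: 0% = DMSO wells with GLD-1 and probe and 100% = wells lacking GLD-1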
Efflux pump mplx: antifungal efflux pump inhibition, Nile Red retention; inhibition, % at 10 µM; AID 485275; 330,000 compounds, 0.44% hits; S. cerevisiae Candida pump triplex;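 active = plate passing quality check with inhibition over a set limit, or well fluorescence over plate mean plus 4 SD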;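 note: Nile Red retained in pooled yeast measured as flow cytometry median fluorescence; 0% = buffer negative control and 100% = Enniatin B positive control; higher means more Nile Red kept so more efflux inhibition; some compounds called inactive have numbers as strong as hits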
PME-1 inh: PME-1 (human) inhibition; Q9Y570; recombinant PME-1, FP-Rh probe fluorescence polarization; inhibition, % at 5.9 µM; 320,000 compounds, 0.53% hits; AID 2130;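 active = inhibition above the campaign mean of all compounds plus 3 SD, cut at about 26% in these data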;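 note: competitive labeling of PME-1 active site by serine hydrolase directed probe; 0% = PME-1 with DMSO and 100% = wells lacking PME-1 enzyme; inhibitors block probe labeling so polarization falls and inhibition rises; many of its hits are not listed in these tables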
Target sequence (Q9Y570 whole entry, looked up): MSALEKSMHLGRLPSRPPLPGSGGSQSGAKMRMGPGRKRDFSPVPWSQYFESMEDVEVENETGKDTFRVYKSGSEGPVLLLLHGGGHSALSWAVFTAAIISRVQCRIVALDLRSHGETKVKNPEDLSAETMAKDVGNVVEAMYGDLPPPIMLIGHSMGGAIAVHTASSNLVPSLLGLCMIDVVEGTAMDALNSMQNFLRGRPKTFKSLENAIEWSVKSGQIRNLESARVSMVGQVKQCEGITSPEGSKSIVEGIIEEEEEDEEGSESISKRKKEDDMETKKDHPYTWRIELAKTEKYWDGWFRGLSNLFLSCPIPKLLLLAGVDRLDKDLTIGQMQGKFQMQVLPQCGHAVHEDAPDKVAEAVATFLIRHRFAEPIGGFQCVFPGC
MEX-5 binding: C. elegans MEX-5 TCR-2 RNA binding activity | Q9XUB2 | MEX-5/FITC-TCR2 RNA binding, fluorescence polarization; stronger effect = lower value | 300,000 compounds, 0.38% hits | activity score (negative = inhibition of binding), % at 10 µM;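 active = inhibition past about -25% in most replicates, and total fluorescence under double the plate's negative control median, limit read from the data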;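 note: 0% = DMSO and -100% = 5 µM competing unlabeled TCR2 RNA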
Target sequence (Q9XUB2 whole entry, looked up): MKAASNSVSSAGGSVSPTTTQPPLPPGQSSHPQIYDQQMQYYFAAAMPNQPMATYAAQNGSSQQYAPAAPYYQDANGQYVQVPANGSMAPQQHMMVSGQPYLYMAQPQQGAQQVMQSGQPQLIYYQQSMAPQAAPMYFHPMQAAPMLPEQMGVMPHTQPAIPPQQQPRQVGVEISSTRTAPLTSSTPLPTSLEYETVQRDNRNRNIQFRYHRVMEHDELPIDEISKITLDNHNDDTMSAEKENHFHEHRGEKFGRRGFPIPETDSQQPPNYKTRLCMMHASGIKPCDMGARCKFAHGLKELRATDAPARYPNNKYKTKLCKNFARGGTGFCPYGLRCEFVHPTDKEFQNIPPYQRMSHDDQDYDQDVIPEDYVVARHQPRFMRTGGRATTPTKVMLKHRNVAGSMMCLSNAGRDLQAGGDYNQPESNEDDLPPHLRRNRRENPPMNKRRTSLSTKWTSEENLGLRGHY
GRK2 aptamer HTS: human GRK2 inhibition via aptamer displacement; P25098; bead flow cytometry, FAM-aptamer displacement from GRK2; inhibition of aptamer binding, % at 10 µM; 330,000 compounds, 0.59% hits;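 active = inhibition of aptamer binding above 40%, roughly 3 SD of noise, on plates passing a quality check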;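 note: median bead fluorescence of bound FAM aptamer so fluorescent compounds give negative values; no value below 0 was filed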
Bcl-xL primary: blocks human Bcl-xL binding to Bim BH3 peptide. Q07817. 320,000 compounds, 0.7% hits. inhibition, % at 10.9 µM. GST-Bcl-xL / FITC-Bim BH3 peptide fluorescence polarization;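 active = inhibition above the mean of all tested compounds plus 3 SD, cutoff set per campaign, cut at about 30% in these data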;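 note: 0% = DMSO wells and 100% = unlabeled Bim-BH3 peptide competitor; inhibitors lower millipolarization by displacing the labeled peptide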
Target sequence (Q07817 whole entry, looked up): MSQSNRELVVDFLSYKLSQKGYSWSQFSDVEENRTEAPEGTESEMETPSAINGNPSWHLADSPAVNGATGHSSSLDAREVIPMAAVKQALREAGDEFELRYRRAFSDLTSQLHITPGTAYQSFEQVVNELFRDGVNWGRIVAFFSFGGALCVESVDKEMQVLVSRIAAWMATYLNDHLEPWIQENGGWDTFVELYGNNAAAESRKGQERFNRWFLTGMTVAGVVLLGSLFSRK
Starred values were filed as active, the others as inactive; · = no result given.

SMILES	MCL1 BIM primary	VLA-4 inh	Fam108B inh	GLD-1 RNA inh	Efflux pump mplx	PME-1 inh	MEX-5 binding	GRK2 aptamer HTS	Bcl-xL primary
O=S(=O)(NC(=NCc1ccccc1)c1ccccc1F)c1ccccc1	-4.6	21.8	-2.5	7.3	0.0	-5.0	-0.5	0.0	1.6
CCC(C)(C)NC(=O)C(c1ccccc1)N(Cc1cccs1)C(=O)Cn1nnc2ccccc21 (stereo unspecified)	0.3	4.6	1.7	7.3	0.1	3.8	0.4	3.0	4.3
CN(C(=O)COC(=O)CCC1CCCCC1)c1c(N)n(Cc2ccccc2)c(=O)[nH]c1=O	-10.2	2.6	-1.6	2.0	0.1	-4.0	-0.3	1.0	-4.5
CCc1c(OC(C)=O)c2ccccc2n(C)c1=O	3.0	1.3	6.8	-0.8	0.2	20.0	2.5	0.0	6.0
CC1CCN(CCn2c(=S)[nH]c3cc4c(cc3c2=O)OCO4)CC1	-2.3	5.3	2.4	2.4	-0.2	-1.7	-0.9	0.0	-6.1
O=C(COC(=O)c1cncc(Br)c1)NCC1CCCO1 (stereo unspecified)	5.7	3.9	1.5	8.7	-0.2	4.5	-2.2	4.0	13.9
Cc1cc(F)ccc1NC(=O)c1cnccn1	7.7	-0.2	-3.0	3.7	0.0	-0.3	-1.2	3.0	12.1
CS(=O)(=O)N1CCN(Cc2ccc(C(F)(F)F)cc2)CC1	-13.1	7.3	-0.9	2.9	0.0	2.8	0.1	0.0	-4.8
O=C1CC(C(=O)NCc2ccccc2)N=C(N2CCCCC2)N1 (stereo unspecified)	5.4	8.2	0.1	2.0	0.0	-3.7	-0.3	0.0	6.0
O=C(CCCN1C(=O)/C(=C/c2cccs2)SC1=S)NNC(=O)c1ccncc1	-0.6	2.4	-5.7	0.5	0.0	-5.0	1.8	0.0	0.9
CCCCn1c(-c2ccco2)n[nH]c1=S	-19.8	19.5	4.0	-11.5	0.1	-2.6	-2.0	5.0	-8.6
NC1=NC(c2cn[nH]c2-c2ccc(F)cc2)n2c(nc3ccccc32)N1 (stereo unspecified)	3.6	5.2	0.5	-2.3	-0.1	-46.3	11.5	0.0	3.5
O=C(Cc1cccs1)NCc1ccc(F)cc1	6.6	-20.6	2.2	4.3	0.0	-10.7	0.8	0.0	2.3
CCOc1ccc(C(C)=O)cc1CSc1nnc(-c2cccs2)n1CC1CCCO1 (stereo unspecified)	-1.8	-0.8	-0.8	-13.0	0.3	6.2	-0.1	0.0	-6.9
C=CCSc1nc(C)c(CC(=O)OCCCC)c(=O)[nH]1	4.0	-0.1	-4.5	-2.5	0.0	-3.3	1.6	0.0	-0.7
O=C(Nc1nc2ccc(Cl)cc2s1)C1CC1	-0.4	-0.7	2.1	3.5	0.1	-2.1	-6.9	0.0	4.2
O=C(Nc1ccc(F)cc1)C1CCCN(S(=O)(=O)c2cccc3cccnc23)C1 (stereo unspecified)	-5.8	15.4	-3.0	3.7	-0.1	1.6	1.2	0.0	7.4
Cc1c(C)c2cc(Cl)c(O)c(CN3CCN(C)CC3)c2oc1=O	4.0	9.7	-1.0	5.5	0.1	-3.9	-0.7	23.0	8.7
Cc1ccccc1NC(=O)CCOc1ccccc1	·	12.3	·	·	0.1	·	2.8	0.0	·
COc1cccc(NC(=O)CN2C(=O)NC(c3ccccc3)(c3ccccc3)C2=O)c1	2.7	16.7	-3.2	-8.7	0.0	-3.1	-1.0	1.0	0.8
CCOC(=O)C1CCN(S(=O)(=O)c2ccc(-n3cnnn3)c(C)c2)CC1	0.1	4.3	-0.4	-0.6	0.0	2.2	2.3	4.0	1.0
CCOc1ccc(C(=O)NNC(=O)c2cc(C)oc2C)cc1	-1.8	-1.3	1.9	-1.5	0.1	-0.6	3.3	0.0	-1.3
Cc1ccc(C(=O)NCCCNCCCN(C)C)cn1	3.5	0.1	-3.9	5.0	0.1	-7.0	-1.0	0.0	7.3
Cc1ccc(OCCn2cnc(Cl)c2Cl)cc1	-4.1	-3.0	1.6	-1.9	0.1	-3.7	·	0.0	-0.5
CN1CCC(N(C)CC(C)(C)NS(=O)(=O)c2ccccc2)CC1	-2.5	0.9	3.5	0.2	-0.2	3.8	-0.9	0.0	2.6
Cc1nn(-c2ccc(N3CCOCC3)nn2)c(C)c1CCC(=O)Nc1ccccc1	-8.0	8.7	-3.2	-1.0	0.2	1.9	-1.2	0.0	4.8
CCn1c(COc2ccccc2C)nnc1SCC(=O)N1CCCCC1	-10.9	-1.8	-3.2	-4.4	0.5	-2.1	0.6	2.0	-0.7
CC1(C)CC(=O)C(CS(=O)(=O)c2ccccc2)=C(Cl)C1	7.5	-11.2	3.6	8.1	0.0	8.4	-5.1	0.0	4.8
Cc1cc(NC(=O)COc2ccc(F)c(Cl)c2)no1	14.0	0.8	3.3	5.7	1.9	4.7	1.1	0.0	6.3
CCCCCC(=O)N1CCN(CCN=CC2=C(O)CC(c3ccc(OC)c(OC)c3)CC2=O)CC1 (stereo unspecified)	12.3	-5.6	4.9	-2.7	0.1	-4.4	-2.0	0.0	8.9
O=C(NCc1ccccn1)C(=O)Nc1cccc2ccccc12	3.6	9.8	0.2	-1.5	-0.1	5.0	-0.2	0.0	5.0
Cc1cc(C(=O)NN=C2CCCC2)c2ccccc2n1	7.1	-2.0	-4.3	-3.6	0.1	3.5	-3.3	0.0	0.1
COc1cccc(CNC(=O)CN2C(=O)CSc3ccc(S(=O)(=O)N4CCCCC4)cc32)c1	-1.9	-0.5	3.0	0.5	0.2	7.2	0.8	4.0	-1.7
Cc1ccc(S(=O)(=O)Nc2ccc(S(=O)(=O)N3CCOCC3)cc2)cc1	2.2	-6.0	13.1	5.5	-0.1	3.9	4.7	3.0	1.8
CC(C)c1ccc(NC(=O)c2cc(S(=O)(=O)N3CCCC3)c[nH]2)cc1	1.5	-11.7	-8.2	4.3	0.1	-2.9	0.3	0.0	-0.6
Cc1cc(C)n2nc(C(=O)Nc3ccc(N4CCOCC4)cc3)nc2n1	-12.5	-13.1	5.2	6.0	-0.2	0.9	-0.9	4.0	-3.0
Cc1nc2ccc(NC(=O)C3CCN(S(=O)(=O)c4cccs4)CC3)cc2s1	0.3	-2.2	1.0	-8.8	-0.1	9.6	2.0	0.0	5.2
O=[N+]([O-])C(/C=C(\Cl)[N+](=O)[O-])=C1N(Cc2ccc(Cl)nc2)CCN1Cc1ccc(Cl)nc1	-79.6	-3.6	2.0	-86.0	-0.1	-0.8	8.3	0.0	-49.1
Cc1cc(C)c(OCC(=O)N(Cc2ccccc2)C2CCS(=O)(=O)C2)c(C)c1 (stereo unspecified)	5.1	2.7	-1.8	-6.8	0.0	-7.0	2.5	0.0	3.7
COc1ccc(S(=O)(=O)NCC2CCCO2)cc1Cl (stereo unspecified)	-2.2	24.2	1.2	4.2	0.1	5.5	2.0	1.0	-3.0
Cc1cc(C(=O)NP(=O)(N2CCOCC2)N2CCOCC2)c(C)n1-c1ccc(N(C)C)cc1	5.4	-17.1	-0.2	4.1	0.1	-3.0	-1.0	4.0	-1.2
COC(=O)c1sc(NC(=S)NC(=O)c2ccccc2Cl)nc1C	6.1	35.0	-0.1	6.3	-0.1	-11.4	-1.4	3.0	3.9
CCOC(=S)SCc1cn2cccc(C)c2n1	34.3	-29.3	-4.2	14.9	0.2	-1.9	-1.2	1.0	28.1
Cn1nnc(NC(=S)NC(=O)c2cccs2)n1	7.0	9.4	0.4	-0.1	0.0	-2.7	-0.8	0.0	10.2
CCN1CCN(CC(=O)c2cc(Cl)ccc2Cl)CC1	7.3	5.1	-0.4	1.2	-0.1	-1.4	-1.9	0.0	7.0
COc1ccc(CNC(=O)CN(Cc2ccccc2OC)C(=O)c2csnn2)cc1	9.6	-0.4	-3.2	-4.5	-0.1	-1.0	1.8	0.0	8.6
CCN(c1ccc(NC(=O)COC(=O)c2ccc(S(=O)(=O)N3CCCC3)cc2)cc1)C(C)C	9.2	-5.8	2.4	3.6	0.0	-0.3	0.4	0.0	3.8
COc1ccc(-n2nc(C(=O)NCC(=O)N3CCCCCC3)c3ccccc3c2=O)cc1	5.8	6.1	2.2	-3.0	0.1	-2.7	0.8	0.0	7.2
O=c1[nH]c(N2CCN(c3ccccc3)CC2)nc2c1CCCC2	-0.9	12.3	-2.1	-2.0	0.1	-4.2	0.8	2.0	-0.7
CN1CCN(c2nc3ccccn3c(=O)c2/C=C(\C#N)S(=O)(=O)c2ccccc2)CC1	13.8	9.9	-1.6	16.1	0.1	1.2	-3.0	0.0	11.9
CN1CCN(C(=O)C2(NC(=O)Nc3cccc(F)c3)CCCCC2)CC1	-4.3	0.9	-1.4	5.2	-0.1	1.1	-1.1	0.0	-0.5
CC1=NNC(=O)C1CCC(=O)N/N=C/c1ccco1 (stereo unspecified)	2.6	-0.7	0.8	-0.5	0.1	-4.3	-3.2	2.0	4.3
Cn1c(Cc2csc(N)n2)nnc1SC/C=C/c1ccccc1	10.2	15.8	-0.5	6.9	-0.1	-1.5	-1.0	0.0	-1.6
CCn1c(SCC(=O)OC)nnc1-c1c[nH]c2ccccc12	1.1	9.4	-0.6	-1.5	-0.1	2.8	0.5	0.0	6.6
CCN(CC)S(=O)(=O)c1ccc(Nc2cc(C)nc3ncnn23)cc1	3.7	·	-0.8	-0.7	-0.1	3.7	1.5	1.0	4.4
CCOc1ccc(NS(=O)(=O)c2ccc3ncsc3c2)cc1	3.2	4.1	-2.9	6.5	-0.2	-3.7	-0.5	4.0	5.2
Nc1cccc2c3c(oc12)CCCC3	2.1	-4.5	-3.1	7.1	-0.3	-3.7	0.2	7.0	1.3
O=C(N/N=C/c1cc2cc3c(cc2nc1Cl)OCO3)c1ccncc1	-1.4	3.1	-2.1	5.8	0.2	-2.0	0.2	0.0	3.3
Cc1ccccc1NC(=O)CSc1nc(-c2ccccc2)cc(=O)[nH]1	-2.8	15.6	-5.8	4.2	0.0	0.5	-2.8	4.0	3.0
N#Cc1ccc(CSc2nnc(NC(=O)c3ccc(=O)[nH]c3)s2)cc1	-1.4	0.3	-4.5	2.5	-0.1	4.2	·	0.0	-1.1
Other entries.
SMILES	MCL1 BIM primary	VLA-4 inh	Fam108B inh	GLD-1 RNA inh	Efflux pump mplx	PME-1 inh	MEX-5 binding	GRK2 aptamer HTS	Bcl-xL primary
CCOC(=O)c1c(NC(=O)CN2CCN(C(=O)C3CCCO3)CC2)sc(C)c1C (stereo unspecified)	-4.7	4.9	1.3	1.5	0.0	5.9	-2.2	0.0	-9.9
Cc1ccc(N=C2CSC(=O)N2)cc1	-3.8	2.0	-2.6	6.9	0.0	-3.0	-1.8	3.0	1.9
Clc1ccccc1CSc1nc2ccncc2[nH]1	3.7	-29.9	1.0	-4.0	0.1	-1.3	1.8	0.0	1.6
CCCCNC(=O)C1CCCN1C(=O)Nc1cccc(OC)c1 (stereo unspecified)	5.7	-3.3	8.3	-7.7	-0.2	2.0	·	0.0	-2.6
Cc1cccc(NC(=O)C(C)SCc2nc3sc(C)c(C)c3c(=O)[nH]2)n1 (stereo unspecified)	5.7	-26.9	0.7	0.0	-0.3	-1.4	-5.9	6.0	4.4

Quoted at random: 2 entries already listed.
SMILES	MCL1 BIM primary	VLA-4 inh	Fam108B inh	GLD-1 RNA inh	Efflux pump mplx	PME-1 inh	MEX-5 binding	GRK2 aptamer HTS	Bcl-xL primary
CCOc1ccc(C(=O)NNC(=O)c2cc(C)oc2C)cc1	-1.8	-1.3	1.9	-1.5	0.1	-0.6	3.3	0.0	-1.3
COc1ccc(S(=O)(=O)NCC2CCCO2)cc1Cl (stereo unspecified)	-2.2	24.2	1.2	4.2	0.1	5.5	2.0	1.0	-3.0

Not all compounds are listed (hit frequency here may not be typical).
